Screening data (PubChem BioAssay)
HKDC1 inhibitor – blocks human hexokinase HKDC1 activity; inhibition, % at 20 µM; 340,000 tested, 0.16% active; Q2TB90; recombinant HKDC1, G6PDH/diaphorase resazurin coupled fluorescence;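 active = inhibition above about 35% when tested at 20 µM, limit read from the data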;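 note: plate controls were DMSO wells with enzyme for no effect and DMSO wells lacking enzyme for full effect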
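Test system: HK5 enzyme. Quantity: 5 µg/mL HK5 final. Reagent: glucose and ATP substrates. Schedule: 90 min reaction incubation at room temperature, dark. Technique: resazurin-to-resorufin fluorescence via G6PDH and diaphorase coupling, 525/613 nm. Control set: DMSO wells with and without enzyme mix.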
SENP6 inh – SENP6 protease inhibition; Q9GZR1; Recombinant SENP6 catalytic domain, aminoluciferin luminescence; inhibition, % at 10 µM; 330,000 tested, 1.8% active;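 active = inhibition above about 50% at the single tested dose, limit read from the data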;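 note: plate controls were DMSO wells with enzyme for no effect and DMSO wells lacking enzyme for full effect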
Target sequence (Q9GZR1 628-1112 limits assumed): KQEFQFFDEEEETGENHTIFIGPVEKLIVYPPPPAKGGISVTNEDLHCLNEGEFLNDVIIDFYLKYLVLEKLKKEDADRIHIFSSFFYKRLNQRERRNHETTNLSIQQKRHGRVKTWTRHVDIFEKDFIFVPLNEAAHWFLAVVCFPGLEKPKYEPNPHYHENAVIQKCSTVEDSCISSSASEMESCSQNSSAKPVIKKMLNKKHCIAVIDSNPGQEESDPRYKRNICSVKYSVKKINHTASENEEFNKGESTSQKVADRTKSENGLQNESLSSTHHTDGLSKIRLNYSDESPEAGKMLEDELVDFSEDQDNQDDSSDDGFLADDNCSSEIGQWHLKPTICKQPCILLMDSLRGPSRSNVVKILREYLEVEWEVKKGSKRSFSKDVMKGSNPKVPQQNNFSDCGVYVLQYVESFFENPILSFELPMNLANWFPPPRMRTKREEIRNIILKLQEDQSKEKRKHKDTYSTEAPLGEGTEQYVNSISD
GRIN3A LBD mod – NR3A (human) ligand-binding domain modulation. 340,000 tested, 2.5% active. NR3A LBD differential scanning fluorimetry, Tm shift; 0% = protein alone, 100% = glycine-bound protein. AID 1259313. Tm shift relative to glycine control, % at 25 µM;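 active = melting temperature shift of at least 10% of the positive control shift, at one fixed dose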
ATG4B inh – inhibitors of human ATG4B cysteine protease | ATG4B cleavage of LC3-PLA2, NBD-HPC fluorescence, 1 h | inhibition, % at 8.33 µM | 340,000 tested, 0.51% active; in the data active = inhibition above about 40%
SENP7 block – inhibitors of human SENP7 protease | Q9BQF6 | recombinant SENP7, Z-RLRGG-aminoluciferin luminescence, 40 min | inhibition, % at 5 µM | 330,000 tested, 1.5% active | AID 434973;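 active = inhibition above about 50% at the single test dose, limit read from the data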;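 note: plate controls were DMSO with enzyme for no effect and no enzyme buffer wells for full effect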
Target sequence (Q9BQF6 706-1050 limits assumed): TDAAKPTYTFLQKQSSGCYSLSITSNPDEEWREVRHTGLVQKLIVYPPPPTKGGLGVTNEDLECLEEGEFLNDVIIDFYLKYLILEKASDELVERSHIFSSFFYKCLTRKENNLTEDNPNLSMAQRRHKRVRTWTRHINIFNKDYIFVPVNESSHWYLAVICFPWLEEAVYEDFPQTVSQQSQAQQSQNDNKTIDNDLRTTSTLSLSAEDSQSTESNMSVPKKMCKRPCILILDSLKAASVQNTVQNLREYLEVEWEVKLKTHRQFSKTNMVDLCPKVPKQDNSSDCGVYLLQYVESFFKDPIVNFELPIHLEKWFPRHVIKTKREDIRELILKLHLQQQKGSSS
MPTP block – inhibitors of mitochondrial permeability transition pore; 360,000 tested, 1.4% active; isolated mouse mitochondria, Ca2+ swelling absorbance, 30 min; inhibition, % at 10 µM; AID 602449;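 active = inhibition of 50% or more, scaled per plate between neutral and stimulator controls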;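 note: 0% = DMSO wells given calcium and 100% = 1 mM EGTA wells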
SENP8 inh – blocks human SENP8 cleavage of Nedd8 substrate; AID 602440; 360,000 tested, 0.64% active; inhibition, % at 20 µM; Q96LD8; recombinant SENP8, Nedd8 substrate fluorescence; in the data active = inhibition mostly above about 40%, no sharp cut-off; inactive = mostly below about 27%
Target sequence (Q96LD8 whole entry, looked up): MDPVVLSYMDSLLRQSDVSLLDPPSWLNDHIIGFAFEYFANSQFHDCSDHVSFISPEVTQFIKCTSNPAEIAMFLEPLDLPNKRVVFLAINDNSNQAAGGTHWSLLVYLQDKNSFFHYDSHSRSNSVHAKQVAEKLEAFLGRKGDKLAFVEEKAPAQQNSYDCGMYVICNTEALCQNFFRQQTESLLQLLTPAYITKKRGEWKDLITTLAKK
PfG6PD inh – PfG6PD (Plasmodium falciparum) enzyme inhibition. 350,000 tested, 0.78% active. PfGluPho enzyme, NADPH resazurin-diaphorase fluorescence. inhibition, % at 20 µM. AID 504690;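 active = inhibition reaching at least a set limit at 20 µM in the primary screen, cut at about 59% in these data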;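 note: 0% = DMSO wells with substrate and 100% = DMSO wells lacking glucose-6-phosphate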
Starred values were filed as active, the others as inactive; / = not tested or not shown; & = joins results of further samples.

SMILES	HKDC1 inhibitor	SENP6 inh	GRIN3A LBD mod	ATG4B inh	SENP7 block	MPTP block	SENP8 inh	PfG6PD inh
CCC1CCCCN1C(=O)CSc1nc2c(c(=O)n(C)c(=O)n2C)n1C (stereo not drawn)	-3	-1	-2	-11	4	-1.0	9	-2
CCCCN(C)CCNC(=O)Cn1ncc2c(=O)oc3ccc(C)cc3c21	-6	-2	3	-13	-4	0.9	10	0
CCOC(=O)COc1cccc2c(=O)n(CC(N)=O)ccc12	-11	-14	-1	-1	4	0.9	-64	-8
CCCCCC(=O)Nc1cccc(C2=NOC3(C2)C[C@@H](C(N)=O)N(C(=O)c2cc([N+](=O)[O-])cc([N+](=O)[O-])c2)C3)c1 (stereo partly drawn)	2	-9	-6	-15	1	-0.9	22	7
CN(Cc1ccccc1)C(=O)c1nc2ccccn2c1CNCCn1cccn1	-8	2	0	-3	-8	1.4	-6	3
O=C(O)/C(=C\c1c(C(=O)O)[nH]c2cc(Cl)cc(Cl)c12)c1ccccc1	8	15	-5	31	5	0.5	-6	-24
CCCCOC(=O)C1=C(C)Nc2ncnn2C1c1ccc(OC)c(OC)c1OC (stereo not drawn)	-2	-9	-1	-5	-10	-1.0	3	14
CC(=O)c1c(Nc2ccc3c(c2)OCCO3)oc(C)cc1=O	2	-4	-2	2	6	-2.2	8	3
COc1ccc(CNC(=O)[C@H](Cc2c[nH]c3ccccc23)NC(C)=O)cc1OC	2	-29	-3	2	-6	-1.2	5	-15
CC(C)CNC(=O)/C=C/C(=O)O	-7	-3	-3	13	3	3.6	6	14
CCC(C)c1ccc(NC(=O)c2cnn3c(C(F)F)cc(C)nc23)cc1 (stereo not drawn)	-3	-5	1	2	2	2.2	17	-12
CNC(=O)CSc1nc(-c2ccccc2)c(-c2ccccc2)o1	-8	5	1	0	6	0.3	-108	8
Cc1ccc(/C=N/Nc2cccc3cccnc23)c(O)c1	8	78*	10*	0	92*	0.7	-54	20
Cc1ccc(N(C(C)C(=O)Nc2ccc(S(=O)(=O)N3CCOCC3)cc2)S(C)(=O)=O)cc1 (stereo not drawn)	0	3	7	-10	-8	0.0	8	-11
CCN1CCCC1CNC(=O)Cn1cc2c(n1)CCC(C)C2 (stereo not drawn)	-4	2	-2	1	-3	-0.9	4	-3
O=C(c1ccc(Cl)cc1)C1C2C(=O)N(c3ccccc3)C(=O)C2C2CCCN21 (stereo not drawn)	-2	/	-2	-14	/	-1.0	15	-10
CCCC1=C/C(=C/c2ccc(-c3ccccc3OC)o2)C(=O)O1	-2	9	-1	5	1	0.1	-408	-5
O=C(CN1CCOCC1)Nc1ccccc1Cl	-3	-10	1	9	1	-1.1	9	-6
COc1ccc(C(=O)Nc2cccc(C)c2)cc1S(=O)(=O)N1CCOCC1	4	-37	2	-6	2	0.6	4	11
Cc1cccc(-c2nc3ccccc3c(=O)[nH]2)c1	-2	9	-2	-6	9	-0.8	-15	2
COc1ccc(C(=O)COC(=O)c2ccc(Cl)nc2)c(OC)c1	-5	-3	0	-1	-5	-2.8	-118	7
COc1cc(Cl)c(C)cc1NC(=O)c1ccc(NS(=O)(=O)c2ccc(F)c(F)c2)cc1	-9	2	32*	34	0	51*	16	-3
CC(=O)NCC(=O)NC1CC(C)(C)Cc2c1cnn2-c1ccccc1 (stereo not drawn)	-2	-8	0	-3	-15	1.9	18	-3
CCC(C)(CC(=O)O)CC(=O)Nc1cc(C(F)(F)F)cc(C(F)(F)F)c1 (stereo not drawn)	9	-30	2	3	-6	7.8	12	-8
O=C(COc1ccc2ccc(=O)oc2c1)NC1CCCCC1	-4	-19	-1	-2	-22	1.0	-375	-1

Five entries already listed, ordered by their value in PfG6PD inh, largest number first.
smiles	HKDC1 inhibitor	SENP6 inh	GRIN3A LBD mod	ATG4B inh	SENP7 block	MPTP block	PfG6PD inh
CC(C)CNC(=O)/C=C/C(=O)O	-7	-3	-3	13	3	3.6	14
CNC(=O)CSc1nc(-c2ccccc2)c(-c2ccccc2)o1	-8	5	1	0	6	0.3	8
CCCCCC(=O)Nc1cccc(C2=NOC3(C2)C[C@@H](C(N)=O)N(C(=O)c2cc([N+](=O)[O-])cc([N+](=O)[O-])c2)C3)c1 (stereo partly drawn)	2	-9	-6	-15	1	-0.9	7
CCCC1=C/C(=C/c2ccc(-c3ccccc3OC)o2)C(=O)O1	-2	9	-1	5	1	0.1	-5
CCOC(=O)COc1cccc2c(=O)n(CC(N)=O)ccc12	-11	-14	-1	-1	4	0.9	-8

An excerpt from above with just MPTP block:
SMILES | MPTP block
CN(Cc1ccccc1)C(=O)c1nc2ccccn2c1CNCCn1cccn1 | 1.4
O=C(O)/C(=C\c1c(C(=O)O)[nH]c2cc(Cl)cc(Cl)c12)c1ccccc1 | 0.5

(cont.)
SMILES	HKDC1 inhibitor	SENP6 inh	GRIN3A LBD mod	ATG4B inh	SENP7 block	MPTP block	SENP8 inh	PfG6PD inh
COc1ccc(NC2CCCN(C(=O)CSc3ccccc3)C2)cc1OC (stereo not drawn)	4	5	-4	1	-4	0.3	20	40
COc1cc(C(=O)Nc2cccc(-c3nc4cc(C)ccc4o3)c2C)cc(OC)c1OC	-10	-5	1	-13	4	0.5	1	-23
COc1ccc(-n2c(SCC(=O)Nc3ccc(C(=O)O)cc3)nnc2-c2ccccc2)cc1OC	2	-12	-3	5	2	-1.2	31	-5
CCCCCCCCNC(=S)NCCN1CCCCC1	-11	/	1	2	/	3.6	6	-14
COc1ccc(NC(=O)COc2ccc(C(=O)OCC(=O)N(C(C)C)C(C)C)cc2OC)cc1	5	4	1	-9	-4	1.3	13	-8
COc1cc(OC)cc(OC(=O)c2ccc3c(=O)n4c(nc3c2)CCC4)c1	-2	-51	-1	-10	4	0.0	-31	9
CCN(C[C@H]1N[C@@](Cc2ccccc2)(C(=O)OC)[C@H]2C(=O)N(C)C(=O)[C@@H]12)C(=O)NC(C)C	-5	-4	2	1	9	-0.6	0	7
O=C(NCCN1CCOCC1)c1cccnc1SCc1ccccc1Cl	-10	-5	0	-4	3	0.0	14	5
CSC1=NCCN1C(=O)c1cccc(Br)c1	-5	-1	-1	-9	0	0.0	20	5
O=S(=O)(c1ccc(Cl)cc1)N1CCN(CCc2ccncc2)CC1	-7	-1	-2	-1	-2	-0.5	-3	-18
Cc1ccc(S(=O)(=O)N2CCOCC2)cc1NC(=O)CSCc1c(C)noc1C	-5	-7	0	3	8	-0.8	5	-1
Cc1cc(=O)[nH]c(SCC(=O)Nc2c(C)n(C)n(-c3ccccc3)c2=O)n1	-2	8	-1	-6	8	-1.6	4	12
COc1ccc(C(C[N+](=O)[O-])c2c(-c3ccccc3)cc3ccccn23)c(OC)c1 (stereo not drawn)	7	3	-4	3	-11	-0.6	-107	23
Cc1coc2c(C)c3oc(=O)c(CCC(=O)N4C[C@H]5C[C@@H](C4)c4cccc(=O)n4C5)c(C)c3cc12	1	-5	-2	-33	7	0.2	-125	17
COc1ccc(OC)c(NC(=O)c2cc(-c3cc(C)cc(C)c3O)n[nH]2)c1	-7	-11	20*	3	-4	2.8	9	15
O=C(Cn1ncc2c([nH]c3ccccc32)c1=O)N1CCOCC1	-1	-8	3	-5	-10	-1.7	-10	16
COc1ccccc1OCCn1c(C)c(C=O)c2ccccc21	5	16	-3	2	-6	-0.3	13	8
O=C(Nc1ccc(NC(=O)c2cccs2)cc1)c1ccc2c(c1)OCO2	3	18	14*	10	39	0.1	6	-6
CCCNC(=O)COCc1cc(-c2ccc3c(c2)OCO3)on1	-5	-1	-1	3	-1	-1.2	10	4
CCOC(=O)C1CCN(C(=O)c2cc(S(=O)(=O)N3CCOCC3)ccc2C)CC1	1	-5	4	-7	1	-2.0	11	1
CC(=O)c1cccc(OCC(=O)OCC(=O)Nc2cc(S(=O)(=O)N3CCCCC3)ccc2C)c1	-5	-4	0	-12	-1	0.5	2	8
O=S(=O)(c1ccc(Cl)cc1)c1nc(-c2ccccc2F)oc1NCCCN1CCOCC1	-4	-1	-3	1	-1	0.8	-45	11
CCC(=O)c1cn(CC(=O)NCc2cccnc2)c2ccccc12	0	-6	2	-7	2	-0.7	11	-4
Cc1oc(-c2ccccc2)nc1CS(=O)CC(=O)NC1CCCCCC1 (stereo not drawn)	-2	-2	1	-1	-7	1.7	-4	-11
CC(C)(C)n1nnnc1C(c1ccc2ncccc2c1)N1CCSCC1 (stereo not drawn)	-3	-3	-3	-7	3	-2.7	21	-20
Next part:
SMILES	HKDC1 inhibitor	SENP6 inh	GRIN3A LBD mod	ATG4B inh	SENP7 block	MPTP block	SENP8 inh	PfG6PD inh
CCOc1ccc(/C(O)=C2/C(=O)C(=O)N(CCOCCO)C2c2cccnc2)cc1 (stereo not drawn)	-1	-34	-1	-10	-11	0.3	-110	-32
CCOC(=O)/C=C1\CN(Cc2cc(OC)c(OC)c(OC)c2)S(=O)(=O)c2ccccc21	-3	-10	1	-5	5	0.0	10	-5
S=C(NC1CCCC1)N1CCN(c2ccc(Cl)cc2)CC1	-3	-9	-33	-3	7	22	12	15
COc1ccc(/C=C(\NC(=O)c2ccccc2)C(=O)NCCC(=O)O)cc1	-6	-5	-1	2	2	2.4	14	8
Cc1cccc(C2=NN(c3ccccc3)[C@H](CO)[C@H]2c2ccccc2)c1	2	/	9	0	-5	0.4	-383	23
O=C(N[C@@H](Cc1ccccc1)C(=O)O)c1ccc(C(F)(F)F)cc1	1	3	0	3	-1	-0.6	5	-5
CN(Cc1cccnc1)C(=O)c1cc(COc2ccc3c(c2)CCCC3)on1	4	10	2	-6	3	67*	-8	13
CCCc1noc(-c2ccc(-c3ccccc3)cc2)n1	2	41	3	-5	68*	1.4	16	8
COc1cccc(C2C(C(=O)c3cc4ccccc4o3)=C(O)C(=O)N2c2cc(C)on2)c1OC (stereo not drawn)	-9	7	-1	0	2	-0.8	-59	-22
CCC(=O)Nc1cccc(C2=NOC3(C2)C[C@@H](C(N)=O)N(C(=O)CC)C3)c1 (stereo partly drawn)	2	-21	1	0	-3	-0.2	9	-6
CCN1CCN(Cc2ccc(NC(=O)c3ccc(C)c(NC(=O)c4ccno4)c3)cc2C(F)(F)F)CC1	4	-5	0	5	15	-0.9&-0.3	8&16	18&3
Cc1ccsc1C(=O)OCC(=O)Nc1cccc(S(=O)(=O)NC2=NCCCCC2)c1	-6	-33	-1	-9	-10	0.8	-6	0
O=C1c2ccccc2/C(=C\c2ccc(Br)s2)N1c1ccccc1	4	46	-12	7	-9	0.7	-158	4
COc1cc(OC)c(N(C)S(=O)(=O)c2cccc(C(=O)NC3=NCCS3)c2)cc1Cl	0	-7	-9	-11	-2	1.7	11	8
CC(C)(C)c1cc2cccnc2n1Cc1cccc(F)c1	-4	-10	-2	-4	-7	-0.1	-31	10
CN/N=C(\Cc1nc2ccccc2[nH]1)c1ccc([N+](=O)[O-])cc1	-5	/	-23	-4	/	2.6	-26	21
COc1ccccc1N(Cc1ccccc1)S(=O)(=O)c1cccc(C(=O)Nc2cc(C)ccn2)c1	-1	42	-8	8	-2	1.1	11	-1
C/C=C/C(=O)OCC(=O)Nc1ccc(OC)c(OC)c1	-6	-8	0	1	-3	0.1	3	-3
CC(=O)n1cc([C@@H]2C=C(C(=O)N3CCN(Cc4ccccc4)CC3)O[C@H](OCc3ccc(CO)cc3)C2)c2ccccc21	0	-3	-4	-9	-1	1.1	9	1
CC1CCN(S(=O)(=O)c2ccc(C(=O)N3CCOCC3)cc2)CC1	0	-1	4	-3	-2	-1.3	8	12
CCc1c(C)nc2ncnn2c1Nc1ccc(C)cc1	-7	-12	0	-8	-2	0.4	28	9
C#CCNc1nc(CC)nc2c1nnn2Cc1ccccc1F	2	-9	3	3	5	1.9	21	-3
O=C(CC1NCCNC1=O)Nc1ccc(Oc2ccccc2)cc1 (stereo not drawn)	-4	10	-1	4	2	2.5	2	-1
CC1Cc2ccccc2N1C(=O)CCS(=O)(=O)c1cccc2nonc12 (stereo not drawn)	4	-22	3	-10	7	0.2	-2	1
CCC1CCCCN1CCNC(=O)C1CCN(S(=O)(=O)c2cccc3nsnc23)CC1 (stereo not drawn)	2	1	7	-4	7	2.6	22	-25
O=C1CCN(CCc2ccccc2)CCN1CCSc1ccc(Br)cc1	-4	-22	-4	6	-1	0.6	4	2
